Statin myotox sup: suppression of simvastatin myotoxicity. actives 0.78% (n = 330,000). rescue of ATP level, % at 7.49 µM. AID 602340. C2C12 myotubes + simvastatin, ATP luminescence, 48 h; scaled: DMSO 0, geranylgeraniol control 100;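 active means mean ATP rescue above about 67%, or every replicate alone reaching that limit, limit read from the data, passing the limit was not always enough; inconclusive means no clear call, values can overlap the other calls; inactive means mean under the limit and some replicate under it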;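 further: myotubes were challenged with 10 µM simvastatin during compound exposure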
FN deposition inh: fibronectin deposition inhibition; AH1F fibroblasts, Alexa488-fibronectin deposition fluorescence, overnight; actives 0.086% (n = 350,000); inhibition, % at 12.6 µM; AID 743247;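 active means mean inhibition across replicates of 30% or more, regardless of how many single replicates reach that level; inconclusive means mean under 30% yet at least half of replicates reach 30%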;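 further: positive control wells lacked labelled fibronectin entirely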
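Measured by – fluorescence 485/525 nm · System – AH1F fibroblast monolayer, labelled fibronectin deposition · Amount – 10000 cells per well · Buffer or medium – serum-reduced DMEM (2% serum) · Doses – single dose, pinned · Also added – fluorescent fibronectin at 24 nM final · Schedule – 1 h cell attachment, overnight exposure to compound and label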
esBAF inh: SWI/SNF esBAF complex inhibition. AID 602393. reporter increase, % at 12.5 µM. mouse ES cells, Bmi1-luciferase knock-in reporter, 24 h; 100% = twice the neutral-well signal. actives 2% (n = 350,000); in the data active means activation above about 40%; inconclusive means no clear call, values can overlap the other calls;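 further: 0% = median of the plate's neutral control wells and 100% = double that signal; a rise in the Bmi1 reporter signal indicates esBAF inhibition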
S100A4 inh HTS: S100A4-myosin IIA interaction inhibition; S100A4/TAMRA-MyoIIA peptide fluorescence polarization; inhibition, % at 10.7 µM; actives 0.14% (n = 360,000); AID 652163;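 active means mean inhibition of at least 70% across replicates, with every replicate also reaching that level; inconclusive means mean inhibition reaches 70% but some replicates fall short; inactive means mean inhibition below 70%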
Target sequence (P26447 whole entry, looked up): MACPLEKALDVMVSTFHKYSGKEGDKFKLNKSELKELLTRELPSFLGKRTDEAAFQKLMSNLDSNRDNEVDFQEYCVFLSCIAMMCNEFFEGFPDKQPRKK
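incubation = readout 5 min after mixing, signal stable up to 60 min | system = S100A4 monomer protein | buffer or medium = HEPES pH 7.2 with CaCl2, KCl, NaCl, DTT, Triton | benchmarks = neutral control DMSO, positive control TFP | also added = fluorescent myosin IIA peptide, 5 nM | compound dosing = one concentration per compound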
LGR2 antag: inhibitors of bursicon-induced Drosophila LGR2 receptor cAMP signaling; HEK293 LGR2, CRE-luciferase, bursicon-stimulated, 4 h; inhibition, % at 9.99 µM; actives 0.35% (n = 380,000); AID 720647;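 active means drop in luminescence signal, shown as inhibition above about 50% in the replicate tests, limit read from the data, passing the limit was not always enough; inconclusive means probably only some replicates passing the limit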;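 further: agonist challenge used bursicon conditioned medium at about half maximal strength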
SIRT5 inh: blocks human SIRT5 desuccinylation of peptide; Q9NXA8; Purified SirT5, succinyl-peptide AMC, trypsin-coupled fluorescence; inhibition, % at 15 µM; actives 1.1% (n = 330,000); in the data active means inhibition above about 15%; inconclusive means no clear call, values can overlap the other calls
Target sequence (Q9NXA8 whole entry, looked up): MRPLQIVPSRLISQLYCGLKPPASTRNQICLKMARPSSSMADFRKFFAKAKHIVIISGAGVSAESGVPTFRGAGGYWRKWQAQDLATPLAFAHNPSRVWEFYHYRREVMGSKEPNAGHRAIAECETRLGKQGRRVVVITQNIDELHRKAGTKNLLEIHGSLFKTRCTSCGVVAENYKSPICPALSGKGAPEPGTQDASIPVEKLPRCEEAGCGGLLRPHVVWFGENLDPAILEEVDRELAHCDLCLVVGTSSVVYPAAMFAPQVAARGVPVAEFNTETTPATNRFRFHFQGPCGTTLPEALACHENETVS
CASP6 VEID inh: caspase-6 (human) enzyme inhibition | P55212 | purified caspase-6, Z-VEID-R110 cleavage fluorescence | inhibition, % at 12.5 µM | actives 0.53% (n = 350,000) | AID 686996;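 active means mean inhibition across replicates at least about 35%, with every replicate also reaching that limit, limit read from the data; inconclusive means only one of the two criteria met; inactive means neither criterion met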;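 further: 0% = median of neutral control wells and 100% = no fluorescence left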
Target sequence (P55212 24-179 limits assumed): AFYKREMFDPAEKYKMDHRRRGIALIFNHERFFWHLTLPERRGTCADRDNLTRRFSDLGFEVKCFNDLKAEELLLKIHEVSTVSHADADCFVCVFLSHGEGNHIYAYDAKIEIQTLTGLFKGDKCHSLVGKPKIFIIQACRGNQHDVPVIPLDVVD
Target sequence (P55212 194-293 limits assumed): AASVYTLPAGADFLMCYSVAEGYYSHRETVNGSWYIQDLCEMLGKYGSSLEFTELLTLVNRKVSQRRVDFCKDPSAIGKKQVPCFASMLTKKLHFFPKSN
Starred values were filed as active, the others as inactive; ? = inconclusive; . = no result given. Only part of the results is shown, so the mix of outcomes need not match the whole.

SMILES	Statin myotox sup	FN deposition inh	esBAF inh	S100A4 inh HTS	LGR2 antag	SIRT5 inh	CASP6 VEID inh
CCCc1nc2oc3c(Cl)ncnc3c2c2c1CCCC2	.	-4	.	-4	-3	-3	-2
CCCCn1nnnc1C(c1cc2ccccc2o1)N1CCCC1 (stereo not given)	.	-6	.	2	7	-11	3
Cc1ccnc(NC(=O)CNC(=O)c2ccccc2)c1	-8	1	21	0	-11	2	1
C[C@@H]1CN([C@@H](C)CO)C(=O)c2cc(C#Cc3ccncc3)cnc2O[C@@H]1CN(C)C(=O)CN(C)C	5	-11	-2	10	-6	0	2
OC[C@@H](O)C1OC2NC(=S)OC2C1O (stereo not given in full)	.	-4	.	2	13	-5	0
O=C(N/N=C/c1ccc(Cl)cc1Cl)c1ccc(-n2cnnn2)cc1	1	.	-11	-3	5	0	-1
C[C@H]1CN([C@@H](C)CO)C(=O)c2cc(NC(=O)CCN3CCOCC3)ccc2O[C@@H]1CN(C)S(=O)(=O)c1ccc(Cl)cc1	8	.	0	4	22	0	0
COCC(=O)N1CCC(Oc2ccc(C(=O)N(C)Cc3nccs3)cc2)CC1	.	-10	.	?	0	-3	-1
CCn1c(=O)cc(SCC(=O)Nc2ccc3c(c2)OCO3)c2ccccc21	.	.	.	-8	-24	5	9
CC1=C(C(=O)N2CCCCCC2)CC(CC(=O)NCC2CCCCC2)C(=O)N1Cc1ccccc1 (stereo not given)	2	.	5	-13	11	1	2
CC(C)NCC(O)c1cc(O)cc(O)c1 (stereo not given)	5	.	4	5	-23	-2	2
CCN1[C@@H]2Cn3c(ccc(-c4ccccc4)c3=O)[C@H]1[C@@H](C(=O)NCc1ccccc1)[C@@H]2CO	-4	.	0	13	11	-7	0
O=C(CSc1nc2ccccc2c(=O)[nH]1)N1CCCCC1	2	-8	-4	-2	-34	-1	0
CN(CC(=O)Nc1ccccc1Cl)CC(=O)N(C)c1c(N)n(Cc2ccccc2)c(=O)[nH]c1=O	6	-9	-3	-4	-11	-1	0
CCC(=O)Nc1ccc2c(c1)C(=O)N(C)C[C@@H](OC)[C@@H](C)CN(Cc1nccs1)[C@@H](C)CO2	-10	-6	0	.	1	.	.
COc1ccccc1-c1ccc2c(c1)O[C@H](CN(C)C(=O)c1ccncc1)[C@@H](C)CN([C@@H](C)CO)S2(=O)=O	-3	.	6	4	4	-8	2
Cc1noc(C)c1S(=O)(=O)N(C)C[C@H]1Oc2ccc(N(C)C)cc2CC(=O)N([C@@H](C)CO)C[C@@H]1C	-27	-18	2	-9	-2	0	.
CN(C)c1ccc(NC(=O)c2ccc([N+](=O)[O-])cc2Cl)cc1	.	7	.	-9	6	0	-2
CC(OC(=O)CN1C(=O)NC2(CCCC2)C1=O)C(=O)c1ccccc1 (stereo not given)	7	5	-3	-2	2	-1	1
CC1=CC(=O)C(C(C)C)=C/C1=N\OC(=O)c1cccc2nc(C)oc12	.	-8	.	-7	18	-2	3
CCO[C@H]1OC(C(=O)N2CCOCC2)=C[C@@H](C2CC2)[C@@H]1CCCO	5	7	6	-2	0	0	-1
Cc1ccc(C(=O)c2oc3ccccc3c2NC(=O)c2cc(-c3cc(C)ccc3O)n[nH]2)cc1	.	3	.	32	-7	0	2
C[C@@H]1CCCCO[C@@H](CN(C)C(=O)CCC(F)(F)F)[C@H](C)CN([C@@H](C)CO)C(=O)c2cc(NC(=O)CCC(F)(F)F)ccc2O1	.	-12	5	10	-6	2	-2
CC(C)(C)C1CCC(=NNC(=S)Nc2cccnc2)CC1 (stereo not given)	.	-8	.	-9	-7	0	1
COc1ccnc(Oc2ccccc2)c1C(N)=O	4	-8	1	5	-24	-3	3
COC(=O)C[C@H]1CC[C@H]2[C@@H](COc3ccc(NC(=O)Nc4ccccc4C)cc3C(=O)N2C)O1	1	-21	-1	8	12	-6	-4
O=C(Nc1ccc2oc(-c3ccncc3)nc2c1)c1ccc(F)cc1	-6	6	-5	-5	-38	0	1
C=C1CC2C3CC[C@@]4(OCOC45COCO5)[C@@]3(C)C(O)CC2[C@@]2(C)CCC(=O)C=C12 (stereo not given in full)	10	5	4	.	1	.	.
O=C(Nc1ccccc1N1CCCC1)C1CCN(S(=O)(=O)c2cccc(C(F)(F)F)c2)CC1	.	-8	.	-6	-5	-4	-1
CCC(=O)N1C[C@H]2[C@@H](c3ccccc31)[C@@H](CO)N2Cc1ccccc1OC	-3	.	-11	56	-6	7	3
COc1ccc(-c2nc(SCC(=O)Nc3nccs3)c(-c3ccc(Cl)cc3)[nH]2)cc1	-26	-2	9	5	14	-1	0
Cc1cc([N+](=O)[O-])nn1CC(=O)NC1CCCCC1	.	11	.	0	7	3	23
O=C(NC(c1ccc(F)cc1)c1ccc2ccccc2n1)C1CCN(CCOc2ccc(Cl)cc2Cl)CC1 (stereo not given)	-11	-12	1	-2	9	.	-2
Cc1ccc(Cn2ccsc2=NC(=O)COC(=O)c2ccc(O)cc2O)cc1	-10	-4	47*	-4	-31	-12	8
Cc1cccc(C)c1N=Nc1c(C)cc(O)cc1C	1	14	3	5	15	3	3
O=C(O)Cn1nnc2ccccc21	.	0	.	-3	4	-4	0
CC(C)n1c(=O)c2ccccc2n1Cc1cn(-c2ccc(Cl)cc2)nn1	4	3	1	-1	-6	-9	-1
CO[C@H]1CN(C)C(=O)c2cc(NC(=O)C3CCC3)ccc2OC[C@H](C)N(C(=O)CN(C)C)C[C@@H]1C	10	-5	4	12	14	0	-3
CCc1noc(C)c1C(=O)NNC(=O)c1ccc(N(CC)CC)cc1	5	1	1	5	0	-1	-5
CCCCCOC(=O)NCCOC(=O)Nc1ccc(C(=O)OCC)cc1	-1	-2	8	.	.	.	.
CCOC(=O)c1c2c3c(c(Cl)ccc3[nH]c1=O)C(=O)c1ccccc1-2	.	1	.	5	16	-3	17
C[C@H]1CN([C@@H](C)CO)C(=O)c2cc(NC(=O)Nc3ccc(C(F)(F)F)cc3)ccc2O[C@H]1CN(C)S(=O)(=O)c1ccccc1	-36	.	-2	1	-17	8	1
C[C@H](CO)N1C[C@H](C)[C@H](CN(C)S(C)(=O)=O)Oc2ccc(NS(=O)(=O)c3cn(C)cn3)cc2CC1=O	-3	.	3	-9	-11	-9	1
COc1cc(-c2cc(C(=O)NCc3ccco3)c3ccccc3n2)cc(OC)c1OC	-16	-3	-3	4	3	.	0
CN(CCOc1ccccc1)CC(O)COc1ccccc1 (stereo not given)	10	4	-5	1	-6	-4	3
O=C(OCc1cn([C@@H]2C[C@H](c3ccc(Cl)cc3)N(C(=O)c3cccs3)C[C@H]2O)nn1)c1ccccc1	13	12	-8	16	1	-1	1
CC1=C(O)C(=O)OC1c1c(Cl)cccc1Cl (stereo not given)	.	-2	.	0	.	-3	0
COCC(=O)N(C)C[C@H]1[C@H](c2ccccc2)[C@@H](CO)N1C(=O)Cc1cccnc1	-21	3	3	15	-10	2	2
C[C@H](CO)N1C[C@H](C)[C@@H](CN(C)C(=O)C2CCOCC2)Oc2ncc(-c3cccc(F)c3)cc2C1=O	-4	.	-3	3	7	.	1
CCCC(C(=O)NCCC(C)C)N(Cc1ccc(F)cc1)C(=O)c1snc(C(N)=O)c1N (stereo not given)	-6	-3	0	-4	-8	-5	1
Cn1c(=O)c2c(nc(CN3CCN(Cc4ccccc4)CC3)n2Cc2cccc(Cl)c2)n(C)c1=O	29	-5	17	-1	4	-1	2
O=C(OCC(=O)N1CCc2ccccc21)c1cccnc1	3	1	1	.	.	.	.
CC1(C)OCC(COC(=O)Nc2cccnc2)([N+](=O)[O-])CO1	3	2	0	-3	9	-7	0
COc1cccc(NC(=O)[C@H](NC(=O)[C@@H]2Cc3ccccc3CN2)c2ccccc2)c1	-4	1	32	-3	-15	3	7
O=C(CSc1nnc(C2CCCCC2)n1Cc1ccccc1)NCc1ccco1	-14	-1	-4	.	.	.	.
CCCNC(=O)N(C)C[C@H]1Oc2cc(-c3ccccc3F)ccc2S(=O)(=O)N([C@H](C)CO)C[C@@H]1C	-10	-14	-4	10	9	.	.
C[C@@H]1CN([C@@H](C)CO)C(=O)Cc2cc(NC(=O)Nc3ccc(C(F)(F)F)cc3)ccc2O[C@@H]1CN(C)Cc1ccc(C(=O)Nc2ccccc2N)cc1	-115	.	2	0	-21	-1	2
CCSc1nc(=S)n(Cc2ccccc2)c(C)c1C(C)=O	14	0	-1	14	1	-4	0
CCNC(=O)N1C(=O)C2(OCCO2)c2ccccc21	10	.	-8	.	18	.	.
Cn1c(N)c(Sc2ccc(F)cc2)c(=O)n(C)c1=O	.	.	.	-1	-40	-1	1

A draw from above in order of SMILES length, smallest number first:
SMILES	Statin myotox sup	FN deposition inh	esBAF inh	S100A4 inh HTS	LGR2 antag	SIRT5 inh	CASP6 VEID inh
CC1=C(O)C(=O)OC1c1c(Cl)cccc1Cl (stereo not given)	.	-2	.	0	.	-3	0
CCSc1nc(=S)n(Cc2ccccc2)c(C)c1C(C)=O	14	0	-1	14	1	-4	0
CCOC(=O)c1c2c3c(c(Cl)ccc3[nH]c1=O)C(=O)c1ccccc1-2	.	1	.	5	16	-3	17

Next compounds follow.
SMILES	Statin myotox sup	FN deposition inh	esBAF inh	S100A4 inh HTS	LGR2 antag	SIRT5 inh	CASP6 VEID inh
CCNC(=O)C[C@H]1CC[C@@H]2[C@@H](COc3ccc(NC(=O)c4ccc(C(F)(F)F)cc4)cc3C(=O)N2C)O1	13	9	6	-12	5	4	1
CCC(=O)Nc1ccc2c(c1)C(=O)N(C)C[C@H](OC)[C@@H](C)CN(Cc1ccccc1OC)[C@H](C)CO2	-1	-5	1	-4	-13	1	0
COc1ccc(NC(=O)Nc2ccc3c(c2)C(=O)N([C@H](C)CO)C[C@H](C)[C@H](CN(C)CC2CC2)OCCCC[C@H](C)O3)cc1	.	-1	1	-3	8	2	-9
C[C@@H]1CN([C@@H](C)CO)C(=O)c2c(c3ccccc3n2C)-c2ccccc2CO[C@@H]1CN(C)S(=O)(=O)Cc1ccccc1	31	6	10	13	9	2	0
Cn1c(SCc2ccc([N+](=O)[O-])cc2)nnc1-c1cccnc1	.	2	.	-2	9	0	1
O=C(C[C@@H]1CC[C@@H](NC(=O)c2ccc3c(c2)OCO3)[C@@H](CO)O1)NCc1ccc(Cl)cc1	10	.	-10	6	0	-2	9
Cc1ccc(S(=O)(=O)Oc2ccc(/C=C3/C(=N)N4C(=NC3=O)SN=C4S(C)(=O)=O)cc2)cc1	2	0	-1	-3	-2	6	14
CCC(C)NC(=O)C1CCCN1S(=O)(=O)c1ccc(Cl)cc1 (stereo not given)	-10	.	-3	0	-3	-2	0
CCN(CC)S(=O)(=O)c1ccc2c(c1)N(CC(=O)N1CCC(C(N)=O)CC1)C(=O)CO2	4	-8	-4	-3	-5	-6	-5
O=C(NC1CCCc2ccccc21)C1CCCN(S(=O)(=O)c2cnc[nH]2)C1 (stereo not given)	4	-3	3	-1	26	.	-2
Cc1ccc2cc(S(=O)(=O)NCCCN3CCOCC3)ccc2c1	.	.	.	-1	1	1	-3

Retrieved one by one from the entries so far, 5 records:
SMILES	Statin myotox sup	FN deposition inh	esBAF inh	S100A4 inh HTS	LGR2 antag	SIRT5 inh	CASP6 VEID inh
Cc1ccc2cc(S(=O)(=O)NCCCN3CCOCC3)ccc2c1	.	.	.	-1	1	1	-3
Cn1c(SCc2ccc([N+](=O)[O-])cc2)nnc1-c1cccnc1	.	2	.	-2	9	0	1
CCC(C)NC(=O)C1CCCN1S(=O)(=O)c1ccc(Cl)cc1 (stereo not given)	-10	.	-3	0	-3	-2	0
Cc1ccc(S(=O)(=O)Oc2ccc(/C=C3/C(=N)N4C(=NC3=O)SN=C4S(C)(=O)=O)cc2)cc1	2	0	-1	-3	-2	6	14
CCN(CC)S(=O)(=O)c1ccc2c(c1)N(CC(=O)N1CCC(C(N)=O)CC1)C(=O)CO2	4	-8	-4	-3	-5	-6	-5

Screens as filed in PubChem BioAssay.
